# Screening results deposited in PubChem BioAssay by several laboratories.
# rCAG RNA binder: r(CAG) repeat RNA binding; TO-PRO-1 dye displacement fluorescence; inhibition, % at 3 µM; AID 651821; 370,000 compounds, 1.3% hits;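 active = inhibition above the plate cutoff, the mean of all test compounds on that plate plus 3 SD, cut at about 35% in these data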;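 note: 0% = DMSO alone and 100% = 100 µM mitoxantrone as full dye displacement; higher means more dye released from RNA so lower well fluorescence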
# GC-B act: GC-B (human) receptor activation; AID 1920062; activation, % at 10 µM; 370,000 compounds, 0.11% hits; P20594; HEK293-GC-B cells, CNP EC30, cGMP TR-FRET; 0% at EC30 CNP, 100% saturating CNP;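 active = activation at 10 µM reaching about 35% in either raw or pattern-adjusted values, limit read from the data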
# SMARCA2 act: activators of SMARCA2 function | MG213 cells, MMTV-luciferase reporter, dexamethasone, overnight | activation, % at 9.1 µM | 370,000 compounds, 1% hits | AID 652017; in the data active = activation above about 7.8%;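 note: 0% = vehicle wells and 100% = reference activator wells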
# mABHD4 FP: inhibitors of mouse ABHD4; purified mABHD4, FP-Rh probe fluorescence polarization; inhibition, % at 8.92 µM; 370,000 compounds, 0.54% hits; AID 720543;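 active = inhibition exceeding the mean over every tested compound plus 3 SD, cut at about 30% in these data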;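 note: 0% = plate median of compound wells and 100% = S159A mutant with DMSO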
# Target sequence (Q8VD66 whole entry, looked up): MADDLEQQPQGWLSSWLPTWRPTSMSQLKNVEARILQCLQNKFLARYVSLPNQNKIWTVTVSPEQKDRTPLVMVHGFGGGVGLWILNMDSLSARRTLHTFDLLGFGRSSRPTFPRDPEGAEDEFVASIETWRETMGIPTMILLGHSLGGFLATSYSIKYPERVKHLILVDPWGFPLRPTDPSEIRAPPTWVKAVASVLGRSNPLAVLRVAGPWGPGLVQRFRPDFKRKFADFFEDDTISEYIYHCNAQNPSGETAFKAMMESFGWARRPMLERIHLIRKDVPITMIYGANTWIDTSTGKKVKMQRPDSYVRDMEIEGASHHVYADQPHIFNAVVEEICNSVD
#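 Doses – 8.92 µM, single dose · Material – wild-type mouse ABHD4 protein · Replication – single well per compound (singlicate) · Measure – percent inhibition of probe binding, normalized to plate controls · Schedule – 45 min compound pre-incubation plus 60 min probe step, 25 °C · Detection – fluorescence polarization with parallel and perpendicular emission, 525/598 nm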
# HTRA1 inh: blocks human HTRA1 serine peptidase; Q92743; recombinant HTRA1, FP-rhodamine activity-based probe, fluorescence polarization; inhibition, % at 5.96 µM; 340,000 compounds, 0.5% hits; AID 504803; in the data active = inhibition above about 36%;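 note: 0% = enzyme with DMSO and 100% = wells lacking enzyme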
# PG9 Ab binder: binds the HIV-1 gp120 antibody PG9. inhibition, % at 6.7 µM. 360,000 compounds, 0.43% hits. TR-FRET gp120-PG9 antibody binding. AID 624416; in the data active = inhibition above about 8.5%
# ASAP1 GAP inh: ASAP1 ArfGAP inhibition; Q9ULH1; ASAP1-stimulated ARF1 GTP hydrolysis, GDP FP detection; inhibition, % at 16.5 µM; 360,000 compounds, 0.19% hits; AID 624377; in the data active = inhibition above about 25%;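 note: 0% = vehicle with enzyme and substrate and 100% = no enzyme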
# Target sequence (Q9ULH1 325-724 limits assumed): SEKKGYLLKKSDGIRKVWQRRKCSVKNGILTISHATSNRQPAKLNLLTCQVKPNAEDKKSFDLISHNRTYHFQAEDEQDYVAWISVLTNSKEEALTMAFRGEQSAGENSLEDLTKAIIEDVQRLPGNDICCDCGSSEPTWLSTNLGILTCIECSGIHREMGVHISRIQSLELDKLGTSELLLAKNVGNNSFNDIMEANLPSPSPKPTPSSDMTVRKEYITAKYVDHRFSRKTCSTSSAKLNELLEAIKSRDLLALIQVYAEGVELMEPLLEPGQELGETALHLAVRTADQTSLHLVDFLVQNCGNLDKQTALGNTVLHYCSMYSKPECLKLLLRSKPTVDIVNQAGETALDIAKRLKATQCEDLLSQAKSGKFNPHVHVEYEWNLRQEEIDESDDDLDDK
# Rev-erbA mod: Rev-erb alpha (human) modulation; activity, % at 10 µM; AID 1259318; 370,000 compounds, 0.79% hits; Rev-erbα–FITC-DNA binding, fluorescence polarization, 90 min;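 active = activity above about 14%, limit read from the data; passing the limit was not always enough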;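 note: 0% = DMSO wells with 35 nM protein and 100% = DMSO wells with 750 nM protein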
# ARFGAP1 inh: inhibits rat ARF GTPase activating protein 1. Q62848. Arfgap1-stimulated ARF1 GTP hydrolysis, GDP FP detection. inhibition, % at 16.5 µM. 360,000 compounds, 0.26% hits;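 active = inhibition above a per-plate limit, mean inhibition of low control wells plus 3 SD, cut at about 25% in these data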;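 note: 0% = DMSO wells with enzyme and 100% = wells lacking Arfgap1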
# Target sequence (Q62848 1-136 limits assumed): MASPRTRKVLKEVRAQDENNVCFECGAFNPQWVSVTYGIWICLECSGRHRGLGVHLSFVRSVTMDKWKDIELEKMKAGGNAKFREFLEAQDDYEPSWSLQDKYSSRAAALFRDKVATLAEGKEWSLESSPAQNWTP
#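 Material: rat Arfgap1 catalytic domain, aa 1-136; also added: human ARF1(Δ1-17)-GTP substrate; compound dosing: one concentration, 16.5 µM, DMSO 1.26%; incubation: GTP hydrolysis reaction 2 h at 25 °C; measured by: Tracer-displacement fluorescence polarization with EDTA stop, 620/688 nm; evaluation: % inhibition from polarization; repeats: one replicate per compound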
# NPR1 activator: GC-A (human) enzyme activation; AID 1671463; 370,000 compounds, 0.14% hits; HEK293 GC-A cells, cGMP TR-FRET, EC30 ANP; 0% at EC30 ANP, 100% saturating ANP; P16066; activation, % at 10 µM; in the data active = activation above about 40%
# * = called active by the depositor; . = no result given; & = joins results of further samples. An unsorted share of the library; any-hit rate near 4.4%.
SMILES	NPR1 activator	ARFGAP1 inh	ASAP1 GAP inh	mABHD4 FP	rCAG RNA binder	HTRA1 inh	PG9 Ab binder	Rev-erbA mod	SMARCA2 act	GC-B act
CO/N=C(/CS(=O)Cc1ccccc1Cl)c1ccc(Cl)cc1Cl (stereo unspecified)	-21	-3	6	2	-5	-12	3.0	-1	-2	-6
c1ccc(Nc2nc(N3CCNCC3)nc(N3CCOCC3)n2)cc1	2	4	9	7	4	4	1.7	-1	-4	-2
Cc1ccc(S(=O)(=O)N2CCCCC2)cc1NC(=O)c1ccc(Cl)nc1	0	-3	-2	6	3	-14	0.9	-8	-1	4
O=C(NCCCN1CCOCC1)c1ccc2c(c1)N(Cc1ccc(F)cc1)CCS2	-1	-2	-7	6	-4	2	-1.0	-3	3	7
Cc1ccc(Cn2c(C(C)Nc3nc(-c4ccc(F)cc4)cs3)nc3cc(Cl)c(Cl)cc32)cc1 (stereo unspecified)	-2	4	2	-9	9	-41	0.0	1	2	8
O=C(Nc1ccccc1F)c1ccncc1	5	6	-5	2	-1	4	0.4	2	0	-4
COc1ccc(N2C(=O)C(CC(=O)Nc3ccccc3)N(Cc3ccc(OC)c(OC)c3)C2=O)cc1 (stereo unspecified)	1	-4	10	3	1	1	1.4	9	1	3
Cc1ccc(CN(C(=O)c2cc(=O)c3cc(C)cc(C)c3o2)C2CCS(=O)(=O)C2)cc1 (stereo unspecified)	-2	10	2	-3	-7	.	-0.1	-4	-1	-7
COc1cc(OC)cc(C(=O)NC(C(=O)NNC(=O)c2cc(Cl)ccc2OC)C(C)C)c1 (stereo unspecified)	-4	-1	0	1	0	4	-1.1	-5	4	-9
Cc1ccccc1SCC(=O)NCC1(N2CCCCC2)CCCCC1	3	-17	5	4	0	3	0.0	4	1	2
CCOC(=O)c1sc(=NC(=O)c2c(F)cccc2F)n(C)c1C	13	16	16	-8	-3	-1	3.2	2	0	-3
CCS(=O)(=O)c1ccc(C(=O)NC)c(Cl)c1Cl	4	2	7	1	0	-12	0.1	1	0	1
O=C(c1ccccc1F)N1C(=O)c2cccc3cccc1c23	-1	-6	5	2	0	-7	0.9	25*	0	1
O=C(COc1ccccc1)NCC(=O)N1CCCC(C(F)(F)F)C1 (stereo unspecified)	-2	6	-4	1	-4	2	1.6	1	-2	2
COC1=C(OC)C(=O)C(CCCCCCCCCCO)=C(C)C1=O	3	3	-1	2	-1	.	0.4	5&2	-7	-3
N#Cc1cc2ccccc2nc1SCC(=O)Nc1ccccc1N1CCOCC1	-26	-5	8	-4	-2	-6	-1.0	9	-1	-15
CCCc1[nH]c2ccc(C(=O)OC)cc2c1CCC	3	4	2	6	-3	-6	-2.7	0	0	1
COC(=O)c1ccc(COn2c(=O)c(C)[n+]([O-])c3ccccc32)cc1	2	-2	-14	0	0	-1	-1.6	5	5	0
CC(C)CSc1ncnc2c1oc1nc3c(cc12)COC(C)(C)C3	1	2	-6	-4	0	-1	-5.2	-3	-4	-5
NC(c1csc(Nc2cc(Oc3ccccc3)ncn2)n1)c1ccccc1Cl (stereo unspecified)	-5	2	11	24	8	.	2.7	-2	-3	-5
O=C(CSc1nnc(-c2ccco2)o1)c1ccc(O)cc1O	-10	3	-1	8	4	2	0.3	-1	-4	-1
CC(=O)c1cccc(NC(=O)CN2C(=S)NC(C)(C)CC2C)c1 (stereo unspecified)	1	8	1	4	-3	1	-0.5	2	1	-2
O=C(c1ccc(Cl)cc1)c1cnc(-c2ccccc2)s1	-1	-3	-1	-1	-1	2	-1.2	10	-1	1
CC(OC(=O)c1ccccc1O)C(=O)Nc1cccc(Cl)c1 (stereo unspecified)	-2	3	-3	6	1	-13	0.2	-3	-4	-7
O=C(NCC(=O)N1CCC2(CC1)NCCc1[nH]cnc12)c1ccc(Br)cc1	-1	-5	-14	1	-1	2	-3.0	0	0	-3
COc1ccc(NC(=O)c2cccc(OS(=O)(=O)N(C)C)c2)cc1	2	16	1	-1	-2	8	0.4	4	2	-8
CN(C)c1ccc(C(=S)N2CCN(Cc3ccccc3)CC2)cc1	3	-2	-11	2	-6	0	0.7	-8	-3	2
COc1ccc(CCNC(=O)C2CCN(S(=O)(=O)N3CCCCC3)CC2)cc1OC	-1	-8	9	0	-8	2	-0.8	5	1	-1
O=c1[nH]c2c(oc3ccccc32)c(=O)n1Cc1ccccc1	1	3	6	4	-1	-10	2.0	-5	-2	-3
COc1ccc(/C=C/c2ccc3cccc(O)c3n2)cc1Br	5	-5	-7	-1	8	26	-1.4	0	2	1

# The list continues:
SMILES	NPR1 activator	ARFGAP1 inh	ASAP1 GAP inh	mABHD4 FP	rCAG RNA binder	HTRA1 inh	PG9 Ab binder	Rev-erbA mod	SMARCA2 act	GC-B act
CCN(c1ccccc1)S(=O)(=O)c1cccc(C(=O)NCC(c2ccco2)N2CCCC2)c1 (stereo unspecified)	3	8	2	-1	-7	-7	0.5	-3	-1	6
Fc1ccc(-c2cc(C(F)(F)F)nc(-n3cccn3)n2)cc1	1	-9	4	-3	-2	-1	-2.3	-4	0	1
O=C(Nc1ccccn1)C12CC3CC(CC(C3)C1)C2	1	-8	-8	2	-1	-3	-1.4	-6	3	-2
O=C(CN1C2CCCC1CC(NC(=O)c1ccccc1)C2)NC1CC1 (stereo unspecified)	6	9	11	3	-3	6	1.0	-1	-1	4
Cc1ccccc1-c1noc(CCC(=O)NC2CCCCC2)n1	-2	-3	0	-3	-2	-9	0.0	-3	-3	-4
Cc1cccc(C)c1OC(=O)c1ccccc1	-9	-5	-9	-3	1	0	-0.3	0	1	3
CCOC(=O)C1(Cc2ccccc2C)CCCN(C(=O)CSC)C1 (stereo unspecified)	-1	-1	-10	-3	-10	1	-2.7	4	2	-6
CCOC(=O)Cn1cc(CN2C(C(=O)OC)CN(Cc3ccc(OC)cc3)CCS2(=O)=O)nn1 (stereo unspecified)	0	.	.	2	0	.	.	-5	-5	-5
CCOC(=O)CSc1nnc(-c2nnc(SCC(=O)OCC)n2CC)n1CC	0	-4	-2	0	-2	3	-0.3	-1	-2	2
Cn1c(-c2ccco2)n[nH]c1=S	2	9	3	8	2	-4	-0.9	0	-2	-6
CCOC(=O)C1CCCN(CCC(=O)Nc2ccc(Br)c(C)c2)C1 (stereo unspecified)	-2	2	-4	4	-9	3	-0.1	-2	1	1
COc1ccc(C2CC(c3ccccc3)=NN2C(=O)CSc2ncccn2)cc1 (stereo unspecified)	2	7	1	-9	5	-21	0.1	-2	-1	9
Cc1[nH]ncc1Nc1ccccc1C(C)C	-2	8	6	5	4	.	0.4	4	-3	-4

# Complete entries, looked up by structure:
# CCOC(=O)CSc1nnc(-c2nnc(SCC(=O)OCC)n2CC)n1CC as listed: NPR1 activator = 0; ARFGAP1 inh = -4; ASAP1 GAP inh = -2; mABHD4 FP = 0; rCAG RNA binder = -2; HTRA1 inh = 3; PG9 Ab binder = -0.3; Rev-erbA mod = -1; SMARCA2 act = -2; GC-B act = 2
# Cc1cccc(C)c1OC(=O)c1ccccc1 as listed: NPR1 activator = -9; ARFGAP1 inh = -5; ASAP1 GAP inh = -9; mABHD4 FP = -3; rCAG RNA binder = 1; HTRA1 inh = 0; PG9 Ab binder = -0.3; Rev-erbA mod = 0; SMARCA2 act = 1; GC-B act = 3

# 4 entries from above, field by field:
CCOC(=O)Cn1cc(CN2C(C(=O)OC)CN(Cc3ccc(OC)cc3)CCS2(=O)=O)nn1 (stereo unspecified)
  NPR1 activator: 0	ARFGAP1 inh: .	ASAP1 GAP inh: .	mABHD4 FP: 2	rCAG RNA binder: 0	HTRA1 inh: .	PG9 Ab binder: .	Rev-erbA mod: -5	SMARCA2 act: -5	GC-B act: -5

CCOC(=O)CSc1nnc(-c2nnc(SCC(=O)OCC)n2CC)n1CC
  NPR1 activator: 0	ARFGAP1 inh: -4	ASAP1 GAP inh: -2	mABHD4 FP: 0	rCAG RNA binder: -2	HTRA1 inh: 3	PG9 Ab binder: -0.3	Rev-erbA mod: -1	SMARCA2 act: -2	GC-B act: 2

Cn1c(-c2ccco2)n[nH]c1=S
  NPR1 activator: 2	ARFGAP1 inh: 9	ASAP1 GAP inh: 3	mABHD4 FP: 8	rCAG RNA binder: 2	HTRA1 inh: -4	PG9 Ab binder: -0.9	Rev-erbA mod: 0	SMARCA2 act: -2	GC-B act: -6

CCOC(=O)C1CCCN(CCC(=O)Nc2ccc(Br)c(C)c2)C1 (stereo unspecified)
  NPR1 activator: -2	ARFGAP1 inh: 2	ASAP1 GAP inh: -4	mABHD4 FP: 4	rCAG RNA binder: -9	HTRA1 inh: 3	PG9 Ab binder: -0.1	Rev-erbA mod: -2	SMARCA2 act: 1	GC-B act: 1
